influenza NS1A: NS1A inhibition, H1N1 influenza, cell based functional assay (AID 504329); NS1A functional cell-based assay, percent inhibition; higher % means a stronger effect; one-dose inhibition, % at 12.5 µM; IC50 in µM for titrated hits; actives 0.3% (n = 340,000); in the data active = a potency from the dose series; also: strong numbers were not always called active
inhibitors of VEEV: inhibitors of VEEV TC-83 cytopathic effect, confirmation, Vero cells (AID 588727); Vero cells, VEEV TC-83 cytopathic effect inhibition; higher % means a stronger effect; inhibition, % at 20 µM; hits with a dose series show IC50 in µM; actives 0.13% (n = 350,000); in the data active = a potency from the dose series; also: strong numbers were not always called active
M. tuberculosis HTS: M. tuberculosis growth inhibition, HTS (AID 449762); M. tuberculosis H37Rv growth inhibition, 7H9 media; higher % means a stronger effect; inhibition, % at 25 µM, or IC50 in µM where a hit was titrated; actives 0.59% (n = 330,000); in the data active = a potency from the dose series;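 also: bacterial growth assessed after seven days of incubation; strong numbers were not always called active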
tuberculosis growth: growth inhibition of non-replicating M. tuberculosis (AID 488890); Mycobacterium tuberculosis non-replicating, growth inhibition; higher % means a stronger effect; inhibition, % at 25 µM, or IC50 in µM where a hit was titrated; actives 0.39% (n = 320,000); in the data active = a potency from the dose series;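 also: plate controls were DMSO cells for no effect and high antibiotic wells for full effect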
PhoP GFP inhibition: PhoP regulon inhibitors, Salmonella typhi PhoP promoter GFP reporter, confirmatory (AID 1850); Salmonella Typhi PhoP-promoter GFP reporter, fluorescence, 4 h; higher % means a stronger effect; one-dose inhibition, % at 50 µM; IC50 in µM for titrated hits; actives 0.33% (n = 310,000); in the data active = a potency from the dose series;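 also: 0% = induced wells with vehicle and 100% = uninduced wells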
inhibitors of VEEV 10K pilot screen: further read-out of inhibitors of VEEV, marked with its call; inhibition, %; measured here: 10K pilot screen inhibition
Numbers without * were called inactive; i = inactive; . = no result given.

SMILES | influenza NS1A | inhibitors of VEEV | M. tuberculosis HTS | tuberculosis growth | PhoP GFP inhibition | others
CCCCN(CC)CCCNC(=O)CN1C(=O)CSc2ccc(S(=O)(=O)N3CCOCC3)cc21 | 11.9% | 1.9% | 0.3% | 8.5% | -3.6%
COc1cccc(N2C(=O)NC(=O)/C(=C\c3cn(C)c4ccccc34)C2=O)c1 | 23.1% | 10.3% | 3.1% | 5.2% | -39.2%
COc1ccc(NC(=S)N2CCN(CCN3C(=O)c4cccc5cccc(c45)C3=O)CC2)cc1 | -6.5% | 0.8% | 2.8% | -10.9% | -4.3%
CC/C(=N/NS(=O)(=O)c1ccc(Cl)cc1)c1ccc(O)cc1 | -5.3% | 0.6% | -1.0% | -7.1% | 1.1%
CCC(C)[C@H](NC(=O)NCc1cccnc1)C(=O)OC (stereo partly drawn) | -13.4% | 0.7% | -8.8% | -6.0% | 6.6%
O=C1CC(c2cc([N+](=O)[O-])ccc2Cl)c2c(ccc3ccccc23)N1 (stereo not drawn) | -6.5% | 1.2% | 2.2% | -18.9% | -0.3% | inhibitors of VEEV 10K pilot screen=0.0
O=[N+]([O-])c1c(NCCCO)cc(N2CCN(Cc3ccc4c(c3)OCO4)CC2)c2nonc12 | -5.0% | 4.0% | 2.4% | 36.0% | -3.6%
O=C(CSc1nc(-c2ccccc2)nc2ccc(F)cc12)Nc1ccc(C(=O)O)cc1 | -2.6% | 1.3% | 5.3% | 15.4% | -5.2%
O=C(/C=C/c1ccccc1)C1=C(O)C(=O)N(CCO)C1c1ccccc1[N+](=O)[O-] (stereo not drawn) | 3.8% | 2.1% | 1.7% | 14.5% | -10.6%
CCCCCCC1CC(CC(=O)Nc2ccc([N+](=O)[O-])cc2)C(=O)O1 (stereo not drawn) | 15.0% | i | 5.3% | . | -8.2%
CCc1nonc1NC(=O)c1oc2ccc(C)cc2c1C | 0.2% | 0.6% | 6.1% | -3.3% | 9.0%
COCCOC(=O)CC1=NC(=O)CS1 | -3.0% | i | 1.9% | -3.2% | -5.9%
CN(Cc1ccccc1)CC1C2CCC(C2)C1O (stereo not drawn) | -3.1% | i | . | . | .
O=C(Nc1ccccc1)Nc1cccc(-c2cn3cccnc3n2)c1 | -2.1% | 7.0% | -5.0% | -11.8% | 11.9%
CCN(C(=O)c1cc2c(=O)n3cccc(C)c3nc2s1)C1CCCCC1 | -20.9% | 6.4% | -5.8% | 10.6% | 0.9%
Cc1ccc(S(=O)(=O)N(C)c2ccccc2C(=O)N2CCCC2)cc1 | 15.4% | 1.5% | -10.4% | -11.7% | -5.0%
CCOc1ccc(S(=O)(=O)n2nc(C)c(S(=O)(=O)N3CCOCC3)c2C)cc1 | -4.0% | i | -7.5% | 6.9% | 1.4%
O=C(CNC(=O)C1CC1)Nc1ccc(F)c(F)c1F | -15.8% | i | -6.1% | 12.4% | .
Cc1ccccc1N=C1N=C(N)c2ccccc21 | -0.7% | i | -3.4% | -6.1% | -1.9%
CCSc1nccc(-c2nn(-c3ccc(C)cc3)ccc2=O)n1 | -0.1% | 11.8% | -8.2% | 9.0% | 5.3%
O=C(c1ccncc1)c1ccc(N2CCN(C3CC(=O)N(Cc4cccs4)C3=O)CC2)cc1 (stereo not drawn) | -0.3% | 2.4% | 7.5% | 59.1% | 12.6%
CCOc1ccc(N(CCCCO)C(=S)NC(=O)c2ccc(C)c(Br)c2)cc1 | -5.8% | 1.2% | -1.0% | 7.6% | -9.1%
CC(C(=O)Nc1cccc(S(=O)(=O)N2CCOCC2)c1)N1CCN(C)CC1 (stereo not drawn) | 0.8% | 0.8% | -5.5% | -8.7% | -8.4%
Cc1ccc(S(=O)(=O)N2[C@@H](c3ccc(Br)cc3)C(C(=O)O)=CC[C@H]2c2ccc(C(C)C)cc2)cc1 | -4.8% | 0.2% | 6.2% | 63.3% | .
O=C(/C=C/c1ccccc1[N+](=O)[O-])NCCCn1ccnc1 | 5.2% | 0.3% | 2.0% | 3.9% | 13.7%
CC(C)(C)OC(=O)N1CCC(Cc2cc(-c3cccnc3)no2)(C(=O)O)CC1 | 8.3% | 0.9% | -8.3% | -16.9% | 7.7%
CCC(=O)N1CC2(CC(c3cccc(NC(=O)CC(c4ccccc4)c4ccccc4)c3)=NO2)C[C@H]1C(N)=O (stereo partly drawn) | -2.9% | 1.4% | -0.6% | 43.7% | 19.5%
CC(NC(=O)CSc1ncccn1)c1ccccc1 (stereo not drawn) | -1.7% | i | -8.8% | -9.5% | 7.2%
Cc1ccc(S(=O)(=O)NNC(=O)c2cc(C)cs2)cc1 | 16.2% | 2.1% | 5.5% | 2.4% | -15.5%
COCCn1c(SCC(=O)Nc2cc(C)on2)nc2c(c1=O)SC(C)C2 (stereo not drawn) | -0.8% | 1.5% | 5.1% | -7.8% | -0.8%
Cc1ccc(C(=O)N2c3ccc(F)cc3CCC2C)o1 (stereo not drawn) | -3.6% | 0.1% | 1.9% | -8.2% | -7.8%
CCC(C(=O)NCc1ccc(F)cc1)N(Cc1ccco1)C(=O)c1snc(C(N)=O)c1N (stereo not drawn) | -16.6% | 0.1% | -2.5% | 20.7% | -5.3%
CC(C)OC(=O)CSc1nc2cc3c(cc2cc1C#N)OCO3 | 13.4% | 5.6% | -2.0% | 27.2% | -0.7%
O=C(CCC(=O)NC1CCCCCCC1)Nc1nnc(C(F)(F)F)s1 | 5.0% | i | 12µM* | 24.4% | -2.8%
C=CCn1c(=S)[nH]c2ccccc2c1=O | -3.5% | i | -5.3% | 34.4% | 6.4%
O=S(=O)(NCC1CCCO1)c1ccc2ccccc2c1 (stereo not drawn) | 4.5% | 0.3% | 4.0% | 76.0% | -1.4%
CC(C)C(=O)NC(c1ccc(Cl)cc1Cl)c1ccc2cccnc2c1O (stereo not drawn) | 18.8% | 4.4% | 1.0% | -6.1% | -2.6%

Source: PubChem (Southern Research Specialized Biocontainment Screening Center)
